VLA-4 inh = inhibition in human VLA-4 binding assay, primary screen, VLA-4 allosteric modulator project, MLPCN library, flow cytometry, VLA-4 expressing cells; Integrin alpha-4 (Homo sapiens), P13612; ligand binding flow cytometry; inhibition, % (about 7 µM as worked out from the volumes in the protocol); 0.2% of 330,000 active; in the data active means inhibition above about 50%
Bcl-xL primary = inhibitors of human Bcl-xL, primary screen, biochemical, fluorescence polarization, HTS. inhibition, % at 10.9 µM. GST-Bcl-xL / FITC-Bim BH3 peptide fluorescence polarization. Bcl-2-like protein 1 (Homo sapiens), Q07817. AID 2129, 2009. 0.7% of 320,000 active;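 active means inhibition above the mean of all tested compounds plus 3 SD, cutoff set per campaign, cut at about 30% in these data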;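 further: 0% = DMSO wells and 100% = unlabeled Bim-BH3 peptide competitor; inhibitors lower millipolarization by displacing the labeled peptide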
Efflux pump mplx = inhibitors of Candida efflux pumps in yeast, primary screen, S. cerevisiae, Nile Red, multiplex. AID 485275, 2010. S. cerevisiae Candida pump triplex. 0.44% of 330,000 active. inhibition, % at 10 µM;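 active means plate passing quality check with inhibition over a set limit, or well fluorescence over plate mean plus 4 SD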;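 further: Nile Red retained in pooled yeast measured as flow cytometry median fluorescence; 0% = buffer negative control and 100% = Enniatin B positive control; higher means more Nile Red kept so more efflux inhibition; some compounds called inactive have numbers as strong as hits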
GLD-1 RNA inh = GLD-1/TGE RNA complex disruptors, primary screen, biochemical, fluorescence polarization; purified GLD-1 + fluorescein TGE RNA; 0.44% of 320,000 active; inhibition, % at 5.96 µM; Female germline-specific tumor suppressor gld-1 (Caenorhabditis elegans), Q17339;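 active means percent inhibition above a per-plate cutoff, the plate mean of test compounds plus 3 SD, cut at about 30% in these data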;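 further: 0% = DMSO wells with GLD-1 and probe and 100% = wells lacking GLD-1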
GRK2 aptamer HTS = compounds blocking aptamer binding on GRK2 – biochemical, human GRK2, bead flow cytometry, HTS, primary screen. Beta-adrenergic receptor kinase 1 (Homo sapiens), P25098. FAM-aptamer displacement from GRK2. inhibition of aptamer binding, % at 10 µM. 0.59% of 330,000 active;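 active means inhibition of aptamer binding above 40%, roughly 3 SD of noise, on plates passing a quality check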;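 further: median bead fluorescence of bound FAM aptamer so fluorescent compounds give negative values; no value below 0 was filed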
Target sequence (P25098 whole entry, looked up): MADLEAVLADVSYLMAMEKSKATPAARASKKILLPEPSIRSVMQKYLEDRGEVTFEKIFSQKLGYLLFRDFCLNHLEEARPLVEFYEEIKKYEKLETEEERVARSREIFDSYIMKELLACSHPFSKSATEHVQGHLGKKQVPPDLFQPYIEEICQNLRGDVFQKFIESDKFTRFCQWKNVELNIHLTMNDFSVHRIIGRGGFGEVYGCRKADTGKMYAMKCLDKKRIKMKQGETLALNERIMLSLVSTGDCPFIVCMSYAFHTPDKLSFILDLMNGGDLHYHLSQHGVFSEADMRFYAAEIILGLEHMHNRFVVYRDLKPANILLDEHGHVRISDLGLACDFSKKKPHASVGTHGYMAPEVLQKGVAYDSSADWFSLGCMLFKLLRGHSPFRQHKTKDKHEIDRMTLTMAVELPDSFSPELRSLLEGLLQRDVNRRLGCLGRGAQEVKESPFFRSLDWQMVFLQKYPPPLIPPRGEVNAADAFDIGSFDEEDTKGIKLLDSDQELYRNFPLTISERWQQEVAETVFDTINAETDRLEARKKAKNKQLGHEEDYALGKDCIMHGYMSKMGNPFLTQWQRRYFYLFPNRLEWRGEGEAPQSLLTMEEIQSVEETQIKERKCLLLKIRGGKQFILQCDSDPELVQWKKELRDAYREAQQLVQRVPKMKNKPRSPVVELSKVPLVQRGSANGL
Fam108B counter = mouse Fam108B serine hydrolase inhibitors, primary screen, counter-screen for RBBP9 inhibitor project, biochemical, fluorescence polarization. recombinant Fam108B, FP-Rh probe fluorescence polarization. 0.33% of 300,000 active. inhibition, % at 9.51 µM. AID 1947, 2009;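 active means inhibition above the screen mean inhibition plus 3 SD, computed separately per campaign, cut at about 18% in these data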;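 further: inhibitors lower polarization as less probe binds the enzyme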
MEX-5 binding = MEX-5 zinc finger RNA-binding disruptors – biochemical, C. elegans, fluorescence polarization, MLPCN library, primary screen; Zinc finger protein mex-5 (Caenorhabditis elegans), Q9XUB2; MEX-5/FITC-TCR2 RNA binding; stronger effect = lower value; activity score (negative = inhibition of binding), % at 10 µM; 0.38% of 300,000 active;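 active means inhibition past about -25% in most replicates, and total fluorescence under double the plate's negative control median, limit read from the data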;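 further: 0% = DMSO and -100% = 5 µM competing unlabeled TCR2 RNA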
MCL1-BIM inh = inhibitors of MCL1 binding to BIM-BH3, primary screen, biochemical, fluorescence polarization; Induced myeloid leukemia cell differentiation protein Mcl-1 (Homo sapiens), Q07820; GST-MCL1 / FITC-Bim-BH3 fluorescence polarization; inhibition, % at 10.9 µM; 0.68% of 320,000 active; AID 2057, 2009;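 active means inhibition above the mean inhibition of all tested compounds plus 3 SD, set per campaign, cut at about 40% in these data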;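 further: 0% = DMSO wells and 100% = unlabeled Bim-BH3 peptide control; higher means more loss of mP so more displacement of Bim peptide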
PME-1 primary = PME-1 inhibitors via competitive probe labeling, primary screen, biochemical, fluorescence polarization, FP-Rh probe, HTS; inhibition, % at 5.9 µM; Protein phosphatase methylesterase 1 (Homo sapiens), Q9Y570; AID 2130, 2009; 0.53% of 320,000 active; recombinant PME-1;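 active means inhibition above the campaign mean of all compounds plus 3 SD, cut at about 26% in these data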;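 further: competitive labeling of PME-1 active site by serine hydrolase directed probe; 0% = PME-1 with DMSO and 100% = wells lacking PME-1 enzyme; inhibitors block probe labeling so polarization falls and inhibition rises; many of its hits are not listed in these tables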
Target sequence (Q9Y570 whole entry, looked up): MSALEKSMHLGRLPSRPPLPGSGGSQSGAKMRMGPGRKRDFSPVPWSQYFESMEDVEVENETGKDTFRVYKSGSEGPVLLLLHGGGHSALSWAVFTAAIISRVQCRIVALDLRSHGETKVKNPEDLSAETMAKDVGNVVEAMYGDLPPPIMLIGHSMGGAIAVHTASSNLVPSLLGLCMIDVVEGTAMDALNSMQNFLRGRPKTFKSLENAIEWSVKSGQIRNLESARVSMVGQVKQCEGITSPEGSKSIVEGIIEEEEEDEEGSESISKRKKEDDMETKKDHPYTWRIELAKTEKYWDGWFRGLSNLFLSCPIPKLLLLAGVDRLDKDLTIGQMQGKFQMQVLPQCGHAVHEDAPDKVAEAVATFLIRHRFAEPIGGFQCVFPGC
* marks the source's active call; other numbers are inactive results; / = no result given.

SMILES	VLA-4 inh	Bcl-xL primary	Efflux pump mplx	GLD-1 RNA inh	GRK2 aptamer HTS	Fam108B counter	MEX-5 binding	MCL1-BIM inh	PME-1 primary
Cc1ccccc1CS(=O)(=O)CCC(=O)NCCCN1CCN(c2ccccc2F)CC1	3	4	-0.1	-2	0	-5	-0.8	1	3
Cc1cc2cc(CNC(=O)COc3ccccc3)ccc2n1C	2	17	0.1	21	23	9	-0.1	17	8
C=CCOc1cccc(C(=O)N2CCCC(CCC(=O)NCc3ccccc3F)C2)c1 (stereo unspecified)	-8	3	0.1	0	0	-2	1.5	-3	0
C=CCc1ccc(OCC(O)CN2CCN(c3ccccc3OC)CC2)c(OC)c1 (stereo unspecified)	0	4	0.0	-2	0	2	-0.7	3	-7
Cc1cc(C)cc(NC(=O)CCn2c(=S)[nH]c3ccccc3c2=O)c1	10	3	0.1	5	0	-5	-1.1	0	1
Fc1ccc(-n2nnc(-c3cccnc3Cl)n2)cc1	/	-2	/	-6	/	-2	0.7	-3	-8
CCOC(=O)Cc1csc(NC(=O)c2cc(-c3ccncc3)nc3ccccc23)n1	-8	4	0.0	5	1	/	/	3	-5
CN(C[C@H](Cc1ccccc1)N(C[C@H](Cc1ccccc1)N(CCc1cc(C(F)(F)F)cc(C(F)(F)F)c1)N=O)N=O)N=O	/	4	/	-1	/	-5	2.7	-2	-11
CC(NC(=O)/C(=C\c1ccco1)NC(=O)c1ccccc1Br)C(=O)O (stereo unspecified)	9	13	0.0	7	6	5	-7.4	11	-4
COc1ccc(C2C=C(c3ccccc3)Nc3nc(NC(C)=O)nn32)cc1 (stereo unspecified)	-17	58*	-0.1	40*	0	-2	-12	60*	-3
CCOC(=O)c1c(NC(=O)OC)sc(C(=O)N(C)C)c1C	8	0	0.4	-5	3	1	0.4	-3	-1
O=S(=O)(/N=C(/Nc1ccccn1)c1ccccc1)c1ccccc1	-4	-1	0.1	2	0	4	-0.9	-4	1

For convenience, 2 of the compounds above:
SMILES	VLA-4 inh	Bcl-xL primary	Efflux pump mplx	GLD-1 RNA inh	GRK2 aptamer HTS	Fam108B counter	MEX-5 binding	MCL1-BIM inh	PME-1 primary
Cc1ccccc1CS(=O)(=O)CCC(=O)NCCCN1CCN(c2ccccc2F)CC1	3	4	-0.1	-2	0	-5	-0.8	1	3
Cc1cc2cc(CNC(=O)COc3ccccc3)ccc2n1C	2	17	0.1	21	23	9	-0.1	17	8

Further compounds follow.
SMILES	VLA-4 inh	Bcl-xL primary	Efflux pump mplx	GLD-1 RNA inh	GRK2 aptamer HTS	Fam108B counter	MEX-5 binding	MCL1-BIM inh	PME-1 primary
Cc1ccc(-n2cc(C(=O)c3cc(Cl)ccc3O)cc(C#N)c2=O)cc1	-14	2	0.1	-1	0	-5	2.9	-13	6
O=C1C(C=NCCCn2ccnc2)=C(O)c2ccccc21	0	6	0.2	8	2	0	-1.5	10	-9
CC1CCCCN1CC(=O)Nc1cc(S(=O)(=O)N2CCOCC2)ccc1N1CCCC1 (stereo unspecified)	2	6	-0.1	3	0	-1	-0.9	-7	-1
COC(=O)c1[nH]c2ccc(C)cc2c1NC(=O)Nc1ccccc1OC	4	6	0.2	13	0	11	2.1	6	-7
CC(C)(C)NC(=O)Cn1nc(C(F)(F)F)c2c1CCCC2	19	1	0.2	-3	1	0	-1.4	2	-4
NNC(=O)CCN(Cc1ccco1)S(=O)(=O)c1ccc(Cl)cc1	4	3	0.1	11	0	0	0.4	1	1
CCOC(=O)C1=C(COC(=O)C2CC(=O)N(c3ccc(CC)cc3)C2)NC(=O)NC1C (stereo unspecified)	21	-1	0.4	1	3	/	/	1	11
C1=C(C(c2nnnn2C2CCCCC2)N2CCCCC2)COc2ccccc21 (stereo unspecified)	30	-1	-0.1	3	1	1	-1.5	4	-4
O=C(COc1ccccc1Cl)N1CCN(c2ccccn2)CC1	-2	-9	0.0	0	0	1	-1.4	-19	7
CN1CCN(C(=O)C2=C[C@H](c3csc4ccccc34)C[C@H](OCCCCO)O2)CC1	-7	5	0.1	2	0	0	-1.7	11	1
Cc1ccc(Nc2nnc(SCC(=O)Nc3cccc(S(=O)(=O)NC4=NCCCCC4)c3)s2)cc1	-6	-1	-1.3	-2	5	0	-1.9	-3	5
COc1cc(C(C)=O)ccc1OCC(O)CN1CCN(c2c(C)cccc2C)CC1 (stereo unspecified)	-19	-3	0.2	2	5	-2	0.8	-2	-7
CCCCOc1ccc(NC(=O)CCSc2nccn2C)cc1	4	-25	-0.1	-3	0	-2	3.2	-20	2
Nc1ccn(Cc2ccccc2)n1	4	0	0.5	-9	0	-6	2.9	10	-11
CC(=N\Nc1ccc(Cl)cc1)/C(=N/O)C(=O)Nc1ccccc1	9	4	-0.1	3	1	2	-2.5	-4	-2
O=C(CN1C(=O)S/C(=C\c2ccccc2F)C1=O)NCCCn1ccnc1	5	1	-0.1	8	1	2	-2.5	0	6
Cn1cc(C(=O)NCc2ccc(F)cc2)c(=O)c2cc(S(=O)(=O)N3CCCCC3)ccc21	7	7	-1.7	3	0	-2	3.1	10	9
CCc1nc2ccc(C(=O)N3CCN(c4ccc(Cl)cc4)CC3)cc2nc1CC	8	5	0.5	1	5	1	1.3	2	4
CCN(CC)CCn1c(C)nc2c(sc3nc4c(cc32)COC(C)(C)C4)c1=O	5	9	0.0	-7	0	-1	0.7	2	0
Cc1ccc(C(=O)Nc2nnc(-c3cccs3)s2)cc1C	0	5	0.0	7	2	-2	0.4	0	-8
Cc1cc(C(=O)Nc2ccc(CC(=O)O)cc2)c(C)o1	-1	0	0.0	5	0	2	-1.5	5	-8
O=C(c1ccco1)c1cn(CC(=O)N2CCCc3ccccc32)c2ccccc12	-4	4	-0.3	4	0	1	3.2	5	-6
Cc1cccc(N2CCN(S(=O)(=O)c3ccc4c(c3)CCCN4C(=O)C3CCC3)CC2)c1C	-2	3	-0.2	1	0	0	0.5	7	-2
Cc1ccc(S(=O)(=O)/N=S(/c2ccccc2)C(C)C)cc1 (stereo unspecified)	1	4	-0.1	10	1	0	/	6	0
O=C(CN1CC(=O)Oc2ccccc21)OCC(=O)c1ccc(Br)cc1	-1	8	-0.1	6	0	-2	-0.3	13	-1
CN(Cc1nc2ccccc2c(=O)[nH]1)C(=O)c1ccc(NC(=O)CSc2nnnn2C)cc1	3	1	-0.1	5	4	/	/	44*	0
CCOCCCn1c(SCc2nc3ccccc3s2)nc2ccccc2c1=O	5	-1	0.0	5	3	-2	0.9	0	2
COc1ccc(C(=O)N/C(=C\c2cccc3ccccc23)C(=O)NCCc2c[nH]c3ccccc23)cc1OC	10	4	0.0	-5	0	2	-1.3	2	-3
CCCCNC(=S)NCCN1CCN(C(=S)NCCCC)CC1	21	-2	0.2	5	0	-4	-2.2	-2	1
O=C(O)CSCC(=O)NCc1ccccc1Cl	33	2	0.3	-4	0	-1	-0.5	-6	-5
Cc1ccc(NC(=O)Cc2ccccc2Cl)cc1S(=O)(=O)N(C)C	-5	5	0.0	2	2	0	1.3	-2	0
COc1ccc(CNc2ncc(-c3ccc(Cl)cc3)n2C)c(OC)c1OC	-7	2	-0.1	-4	1	-1	1.5	-7	-4
O=S(=O)(Cc1ccccc1)N1CCc2ccccc2C1	-12	3	0.1	1	0	0	-0.7	1	-1
Cc1ccc2[nH]c(=O)c(C(c3nnnn3CCc3ccccc3)N3CCOCC3)cc2c1 (stereo unspecified)	-2	8	-0.1	6	3	2	-3.9	5	-1
CCOc1ccc2oc(C(=O)NC3CCN(Cc4ccccc4)CC3)c(C)c2c1	10	3	0.0	5	0	-1	2.3	1	-1
COc1ccc(CCNS(=O)(=O)c2ccc(Cl)cc2)cc1OC	13	-3	0.0	-11	3	6	0.8	0	4
COC(=O)CC(=O)CSc1nc2c(cc1C#N)CCCCC2	-3	-1	0.0	-3	3	3	1.4	-3	-4
O=C(COc1ccccc1)N1CCN(C(=O)c2ccccc2F)CC1	9	-3	0.1	3	0	0	0.5	-4	0
O=C(CSc1nnc(CNC(=O)c2ccco2)o1)NC1CCCC1	-2	3	-0.1	-3	2	2	0.2	2	-3
CCOCCCNc1c(CC)c(C)c(C#N)c2nc3ccccc3n12	7	6	-0.1	7	0	-1	-0.7	2	6
COc1cccc(/C=C2\SC(=S)N(C(C)C(=O)NC3C=CS(=O)(=O)C3)C2=O)c1 (stereo unspecified)	11	5	0.3	-4	2	-4	-3.3	8	-2
CC(=O)OCCCN1c2ccccc2Nc2nnc(-c3ccccc3)cc21	14	2	-0.1	-1	1	0	1.6	-3	-4
Cc1ccc(CNC(=O)c2cc3ccccc3oc2=O)cc1	4	-2	-0.1	3	3	1	2.9	-1	-2
Cc1cc(C)nc(NS(=O)(=O)c2ccc(NC(=O)CSc3ncn[nH]3)cc2)n1	0	0	-0.2	7	0	2	-1.5	-7	2
CCN(CC)C(=O)CSc1nnc(-c2cccs2)n1Cc1ccco1	0	2	0.1	-4	3	-2	-1.3	1	4
COc1ccc(/C(C)=N/NC(=O)Cc2c(C)nc(C)[nH]c2=O)cc1	-2	1	-0.1	11	1	-3	0.4	6	-2
O=C(CCS(=O)(=O)Cc1ccccc1F)NCCc1ccc(Cl)cc1	0	-4	0.1	-2	0	2	2.9	8	2
N#Cc1ccc(NC(=O)COC(=O)CCc2nc3ccccc3c(=O)[nH]2)cc1	-4	-3	-0.1	4	0	-2	-0.1	-5	-2
COc1ccc(CCN2CC(C(=O)Nc3nccs3)CC2=O)cc1OC (stereo unspecified)	23	/	-0.1	4	0	/	/	/	/
Cc1ccc(-c2nc3ccccc3o2)cc1NC(=S)NC(=O)c1cc2ccccc2o1	11	7	-0.6	5	0	-2	-4.3	5	0
COC(CNC(=O)c1c[nH]c2ccc(S(=O)(=O)N3CCC4(CC3)OCCO4)cc2c1=O)OC	6	-6	0.1	-1	0	-2	0.0	-5	2
O=C(COC(=O)c1cc(=O)[nH]c2ccccc12)NCCc1ccccc1	44	/	0.3	3	4	/	/	/	/
COc1cccc(CCNC(=O)COc2cccc3c2OC(C)(C)C3)c1	7	3	-0.1	2	1	1	-0.5	-9	-4
C=CC(C)(C)c1cc2cc3ccoc3cc2oc1=O	-9	4	0.0	6	5	-2	-2.1	5	5
Cc1nc(N2CCN(c3ccccc3)CC2)[nH]c(=O)c1Cc1cccc2ccccc12	13	2	0.1	-4	2	-1	0.6	2	-4
COc1ccc(/C=C/CN2CCN(Cc3ccc(C)cc3)C(CCO)C2)cc1 (stereo unspecified)	4	5	0.2	-2	0	1	0.4	2	-5
O=C(NCC1CCN(Cc2cccc(Cl)c2)CC1)Nc1ccc(Cl)cc1	11	1	0.1	-5	0	-2	1.1	8	-1

Screening data: PubChem BioAssay, several laboratories

A portion of the library, so the mix of outcomes need not match the whole.
